Pf growth 48h = inhibits P. falciparum growth in the first generation, 48 h. AID 504832. P. falciparum luciferase growth in erythrocytes, 48 h. Potency, µM (highest dose often 28.7 µM), for the others: top-dose activity change, negative = inhibition, most hits filed as inhibitors. actives 5.9% (n = 310,000); note: potency is the fitted concentration of half-maximal effect; % is set by controls: 0 for no effect and ±100 for the full control effect
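Luciferase-expressing parasites in RBCs, 2% Hct / 0.1% parasitemia final; RPMI 1640 + 0.5% Albumax; 37 C, 5% CO2, one generation; luminescence read-out, lower signal = inhibition.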
Cycloheximide cs = counter-screen for Shiga toxin inhibitors: cycloheximide protein synthesis inhibition. max response, %. AID 2314. cell reporter, cycloheximide protein synthesis inhibition counterscreen. actives 12% (n = 300,000); in the data active = max response mostly above about 13%, no sharp cut-off; inactive = mostly below about 14%; note: read at 38.3 µM for the half of the compounds with a filed dose; 0% is about no effect
Pf growth 96h = P. falciparum growth inhibition at 96 hours; P. falciparum luciferase reporter growth, 96 h; Potency, µM (series often up to 28.7 µM), inactives show top-dose activity change, negative = inhibition, hits mostly inhibitors; actives 6.9% (n = 320,000); note: potency is the fitted concentration of half-maximal effect; % is set by controls: 0 for no effect and ±100 for the full control effect
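Parasite growth measured via integrated firefly luciferase reporter in P. falciparum. Infected erythrocytes at 2% hematocrit, 0.05% parasitemia final were treated 96 hours at 37 C under 5% CO2, and luminescence was read.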
Shiga inhibitor = blocks Shiga toxin action in Vero cells; Vero cells, Shiga toxin protein synthesis inhibition reporter; inhibition, % at 38.7 µM; actives 9.2% (n = 290,000); AID 2315; in the data active = inhibition mostly above about 28%, no sharp cut-off; inactive = mostly below about 43%; note: 0% is about no effect
HCV inh = inhibitors of hepatitis C virus infection. Huh7.5.1 HCVcc-Cre infection, luciferase reporter, 44 h. Potency, µM (series often up to 41.8 µM), for inactives: at the top dose activity change, negative = inhibition, actives largely listed as inhibitors. actives 3.4% (n = 340,000). AID 651820; note: potency is the fitted concentration of half-maximal effect; % is set by controls: 0 for no effect and ±100 for the full control effect
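Infectious HCVcc-Cre (~0.5 moi) was added to cells just after compound, with cells seeded 4 h earlier at 1,000 per well. Luciferase activity after 44 h culture reported infection; substrate was incubated 15 min at room temperature before reading.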
LmPK inh = LmPK (Leishmania mexicana) enzyme inhibition | actives 0.37% (n = 290,000) | Q27686 | Potency, µM (series often up to 57.5 µM), for the others: at the top dose activity change, negative = inhibition, actives largely listed as inhibitors | purified LmPK, Kinase-Glo ATP luminescence, 1 h | AID 1721; note: potency is the fitted concentration of half-maximal effect; % is set by controls: 0 for no effect and ±100 for the full control effect
Target sequence (Q27686 whole entry, looked up): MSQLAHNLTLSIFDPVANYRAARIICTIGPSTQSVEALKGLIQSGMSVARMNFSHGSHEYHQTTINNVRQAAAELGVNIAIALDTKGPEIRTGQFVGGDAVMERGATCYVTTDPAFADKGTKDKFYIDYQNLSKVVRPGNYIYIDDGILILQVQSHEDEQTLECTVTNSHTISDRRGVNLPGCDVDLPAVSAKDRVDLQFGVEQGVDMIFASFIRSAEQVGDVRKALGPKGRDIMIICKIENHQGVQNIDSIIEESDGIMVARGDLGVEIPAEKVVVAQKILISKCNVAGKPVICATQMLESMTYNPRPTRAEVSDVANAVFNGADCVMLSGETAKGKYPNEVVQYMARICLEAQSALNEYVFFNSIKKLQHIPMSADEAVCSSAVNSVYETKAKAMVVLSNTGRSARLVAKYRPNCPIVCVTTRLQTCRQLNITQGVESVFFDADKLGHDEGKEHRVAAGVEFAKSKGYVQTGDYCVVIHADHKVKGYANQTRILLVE
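In 50 mM imidazole pH 7.2 with 7 mM MgCl2, LmPK (0.1 nM) turned over PEP (0.5 mM) and ADP (0.1 mM) for 1 h at room temperature. Luciferase read-out of ATP.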
TbPYK inhibitor = inhibitors of Trypanosoma brucei pyruvate kinase. Q57TT1. TbPYK enzyme, Kinase-Glo Plus ATP luminescence, 45 min. Potency, µM (highest dose often 76.8 µM), for inactives: at the top dose activity, negative = inhibition, most hits filed as inhibitors. actives 0.12% (n = 410,000). AID 624173; note: potency is the fitted concentration of half-maximal effect; % is set by controls: 0 for no effect and ±100 for the full control effect; nearly all actives have a fitted effect of over 50% in size
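In this concentration-response screen, enzyme-free wells defined baseline while DMSO plates tracked drift. Each reaction combined TbPYK, substrate, compound and 130 uM ADP for 45 min at room temperature. Kinase-Glo Plus luminescence gave the signal.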
* = called active by the depositor; ? = inconclusive; nt = not tested or not shown; & = joins results of further samples; [ ] = another dose, or the depositor's remark. Unless noted, calls come from the whole dose curve; as a rule, active = well fitted curve in the direction sought with a large enough effect; inconclusive = small, poorly fitted or top-dose-only effect, or another doubt; inactive = no such curve, though single readings can be large; an effect the other way counts as inactive or inconclusive.

mol	Pf growth 48h	Cycloheximide cs	Pf growth 96h	Shiga inhibitor	HCV inh	LmPK inh	TbPYK inhibitor
Cc1c2oc3c(C)ccc(C(=O)N[C@@H]4C(=O)N[C@H](C(C)C)C(=O)N5CCC[C@H]5C(=O)N(C)CC(=O)N(C)[C@@H](C(C)C)C(=O)O[C@@H]4C)c3nc-2c(C(=O)N[C@@H]2C(=O)N[C@H](C(C)C)C(=O)N3CCC[C@H]3C(=O)N(C)CC(=O)N(C)[C@@H](C(C)C)C(=O)O[C@@H]2C)c(N)c1=O	0.0048µM*	1	0.0024µM*	-6	nt	nt	1%
O=C(NCCc1ccccc1)C1CCN(C2CCN(Cc3ccco3)CC2)CC1	-13%	10	?	18	?	12%	2%
CCn1c(/C=C2\C(=O)Nc3ccccc32)nc2ccccc2c1=O	?	-1	?	-8	?	3%	-1%
Cc1cc(Cl)c2oc(C(=O)NCCN3CCCCC3CO)c(C)c2c1 (configuration not stated)	?	15*	13µM*	27	nt	2%	2%
CCCC(=O)Nc1ccc2c(c1)Cc1ccccc1-2	61%[activator]	28*	?	119*	-4%	1%	5%
O=C(Nc1ccccc1Cl)/C(Cl)=C(\Cl)S(=O)c1ccccc1 (configuration not stated)	?	14	?	-5	11µM*	2%	2%
COc1cc(NC(=O)c2cc([N+](=O)[O-])ccc2NC(=O)CNC2CCCCC2)cc(OC)c1	0.83µM*	0	12%	7	?	7%	2%
CCOP(=O)(OCC)C(NC(=O)Nc1ccc(Cl)c(Cl)c1)C(N)=O (configuration not stated)	-14%	-1	36%[activator]	-4	12%	1%	-4%
COc1ccc(N2CCN(C(c3cccc(OC)c3OC)c3nnnn3C3CCCC3)CC2)cc1 (configuration not stated)	?	-2	-2%	-3	?	-7%	-3%
COc1cccc(NC(=O)C2CCN(S(=O)(=O)c3ccc4c(c3)N(C(C)=O)CCO4)CC2)c1	?	-3	?	1	2%	5%	-2%
CCOc1ccc(NC(=O)c2cc(F)c(F)cc2Cl)cc1OCC	0%	-2	-23%	2	-23%	1%	4%
CN1C(CC(=O)Nc2ccc(Cl)cc2Cl)c2ccccc2CC1(C)C (configuration not stated)	?	-4	?	-4	?	1%	3%
O=C(CCc1ccccn1)N1CCCC(N2CCN(c3ccc(F)cc3)CC2)C1 (configuration not stated)	?	1	16%	15	0%	-1%	-12%
COc1ccc(C(=O)NC23CC4CC(CC(C4)C2)C3)cc1	-2%	4	14%	16	6%	-2%	1%
CC(=O)NC1=NN(C(C)=O)C(c2ccc(C(C)C)cc2)S1 (configuration not stated)	8%	16*	-28%	5	18%	-1%	-7%
NC(=S)N=Nc1c(O)n(CCCl)c2ccc(Cl)cc12	?	2	-7%	-14	?	0%	2%
CC1=C(C(=O)OCCOC(C)C)C(c2cc3c(cc2Br)OCO3)C2=C(CCCC2=O)N1 (configuration not stated)	?	-1	nt	22	-1%	1%	-3%
COc1ccccc1C1CC(c2ccc(Cl)cc2Cl)Nc2nc(N)nn21 (configuration not stated)	nt	-3	?	3	2%	1%	1%
O=S(=O)(Nc1nc2ccccc2nc1Nc1ccc2c(c1)OCCO2)c1cccs1	-15%	15	67%[activator]	27	0%	-2%	-2%
Cc1nn(Cc2ccc(Cl)cc2Cl)c(C)c1NC(=O)c1nn(C)cc1Cl	-4%	-4	?	-7	?	2%	-1%
O=C(O)c1cccc(N2C(=O)CSC2c2ccccc2)c1 (configuration not stated)	5%	-4	?	-6	9%	3%	2%
Cc1ccc(C2(c3ccccc3)NC(=O)N(CC(=O)N3CC(=O)Nc4ccccc43)C2=O)cc1C (configuration not stated)	2.3µM*	nt	3.7µM*	nt	?	nt	-3%
Cc1cc(C)cc(N(C(=O)c2csnn2)C(C(=O)NC(C)(C)C)c2cccnc2)c1 (configuration not stated)	-21%	4	?	3	16%	-7%	-1%
Cc1ccccc1C1NC(c2ccccc2C)C(C)C(=O)C1C (configuration not stated)	?	7	?	-5	-4%	-10%	-5%
CCOC(=O)C(c1ccccc1)C(Nc1cc(C(F)(F)F)cc(C(F)(F)F)c1)c1ccccn1 (configuration not stated)	?	-1	4%	-13	2%	4%	-6%
Cn1c(=O)c(=O)n(C)c2cc(S(=O)(=O)N3CCCC3C(=O)NCc3cccs3)ccc21 (configuration not stated)	-18%	1	-17%	-8	-11%	2%	-14%
CCCCCCCNC(=O)C1(CC2CC(c3ccc(Cl)cc3)=NO2)CCN(C(=O)C2CCCC2)CC1 (configuration not stated)	-29%	-1	9.3µM*	-10	30%	-3%	4%
O=C(CC1N=C2c3ccccc3N=C(SCc3ccc(F)cc3)N2C1=O)NCc1ccco1 (configuration not stated)	0.74µM*	33*	13µM*	30*	?	1%	-7%
CC(=O)Nc1ccc(S(=O)(=O)N2CCN(Cc3csc(C)n3)CC2)cc1	0%	-2	0%	-10	nt	0%	1%
CN(Cc1nc(-c2cnccn2)no1)CC(O)c1ccccc1 (configuration not stated)	17%	-2	?	11	6%	6%	-10%
O=C(NCCOc1ccc(Cl)cc1)C1CC(=O)N(c2ccc3c(c2)OCCO3)C1 (configuration not stated)	-28%	nt	?	nt	?	nt	3%
Cc1ccc(C2Nc3ccccc3C(=O)N2CCCN2CCOCC2)cc1 (configuration not stated)	-10%	8	4%	15	-1%	-2%	3%
O=C(NN1C(=O)c2ccccc2NC1c1cccnc1)c1ccc([N+](=O)[O-])cc1 (configuration not stated)	28%	-1	?	-10	35%[activator]	1%	1%
C1CN=C(NC23CC4CC(CC(C4)C2)C3)C1	-6%	-4	-29%	-11	16%	4%	0%
CCOc1ccc(C(=O)Nc2ccc(N3CCCC3)cc2)cc1	?	19*	38%[activator]	33	?	-3%	-21%
Cc1cccc(C)c1OCc1cc(C(=O)N2CCCCCCC2)no1	?	43*	40%[activator]	49*	10%	-8%	-4%
Cc1cc(NC(=O)COC(=O)Cn2c(C)csc2=O)ccc1Br	?	13	?	-9	-15%	-5%	-6%
COc1ccc2cc(C3=CC(=O)C[C@H](c4ccc5c(c4)OCO5)C3)ccc2c1	0%	nt	-36%	nt	?	nt	7%
O=C(c1c(F)cccc1F)N(Cc1cccs1)C1CCCC1	-12%	-3	31%[activator]	33	?	-3%	2%
Cc1nc(NC2=NC(C(=O)Nc3ccc(Cl)cc3)CC(=O)N2)nc2ccccc12 (configuration not stated)	?	-2	?	-13	nt	2%	nt

Brought forward from above: 3 compounds, then new ones.
mol	Pf growth 48h	Cycloheximide cs	Pf growth 96h	Shiga inhibitor	HCV inh	LmPK inh	TbPYK inhibitor
COc1ccc2cc(C3=CC(=O)C[C@H](c4ccc5c(c4)OCO5)C3)ccc2c1	0%	nt	-36%	nt	?	nt	7%
O=C(c1c(F)cccc1F)N(Cc1cccs1)C1CCCC1	-12%	-3	31%[activator]	33	?	-3%	2%
Cc1nc(NC2=NC(C(=O)Nc3ccc(Cl)cc3)CC(=O)N2)nc2ccccc12 (configuration not stated)	?	-2	?	-13	nt	2%	nt
O=C(Nc1nnc(C2CC2)s1)C1=NN(C2CCS(=O)(=O)C2)C(=O)CC1 (configuration not stated)	-4%	-6	?	-18	?	-3%	4%
O=C(c1cc(-c2ccncc2)nc2c(Cl)cccc12)N1CCN(c2ccccc2F)CC1	14%	-2	?	-14	nt	-13%	nt
CCCCn1nc(CC(=O)NCCN(CC)CC)c2ccccc2c1=O	13%	1	27%	-14	-12%	-4%	2%
Cc1c(C(=O)Nc2ccccc2F)sc2ncn(CC(=O)N3CCOCC3)c(=O)c12	12%	15	?	-8	9%	4%	2%
C[n+]1cccc(C(=O)[O-])c1	12%	nt	-1%	nt	-4%	nt	4%
COc1ccc(CCNC(=O)c2cccc(NS(=O)(=O)c3ccccc3F)c2)cc1OC	?	-4	?	-5	-8%	-7%	-4%
COc1cc(/C=C2/C(=O)ON=C2c2ccccc2)ccc1O	-1%	3	1%	-12	-10%	-12%	-25%
Cc1cc(OI)c(C(C)C)cc1-c1cc(C(C)C)c(OI)cc1C	?	-3&-1	6.7µM*	-5&1	nt	nt	-18%
CCOc1cccc(C2C(C(=O)c3ccc(C)o3)=C(O)C(=O)N2Cc2ccccc2)c1 (configuration not stated)	42%[activator]	-2	-10%	4	-21%	0%	-4%
N#CC1=C(N)N(c2ncn[nH]2)C2=C(C(=O)CCC2)C1c1ccc(F)cc1 (configuration not stated)	-4%	-1	-19%	-2	12%	3%	2%
CC1(C)CC(CNCCC(c2ccc(F)cc2)c2ccco2)CCO1 (configuration not stated)	?	1	?	8	-26%	7%	-1%
COc1ccccc1N1CCN(C(=O)CC2NC3CCCCC3NC2=O)CC1 (configuration not stated)	41%[activator]	-3	64%[activator]	-18	nt	2%	nt
CCCNCc1cc(OCC)c(OCC(N)=O)cc1Br	1%	0	15%	2	?	-6%	-5%
CCCCN(C)CCCNC(=O)c1cc(-c2cccnc2)nc2ccccc12	18%	-3	-6%	-8	9%	5%	-1%&-1%
Cc1ccc(S(=O)CCNC(=O)Cc2ccccc2)cc1 (configuration not stated)	6%	-3	9%[5.75 µM]	-4	-10%	-4%	1%
COc1ccc(O)c(C(=O)c2cnc3c(c2)c(C)nn3C)c1	?	-3	?	-4	-3%	1%	-4%
Cc1ccc(Nc2nc(CSc3nnc(-c4ccncc4)n3-c3ccccc3C)cs2)cc1	?	7	?	-8	10µM*	-3%	?
O=C(NCCC1CCCCN1S(=O)(=O)c1ccccc1)C(=O)NCc1ccncc1 (configuration not stated)	0%	nt	?	nt	-17%	nt	3%
COc1ccccc1N(CC(=O)Nc1ccc2c(c1)OCCO2)S(=O)(=O)c1ccc(C)cc1	?	32*	-5%	47*	?	-1%	-11%
Nc1nc2ncc(C(=O)c3cc(Cl)cc(Cl)c3O)cc2s1	0%	2	-8%	-6	4%	1%	?
COC(=O)c1sc(N2CCN(c3ccc(Cl)cc3)CC2)nc1N	-9%	10	-1%	23	?	15%	-20%
Fc1ccccc1/C=C1\CCCC2=C1Nc1nnnn1C2c1ccccc1F (configuration not stated)	-10%	0	107%[activator]	-9	nt	-3%	-1%
CS(=O)(=O)c1cccc(C(=O)Nc2cccc(-c3nc4ccccc4[nH]3)c2)c1	-15%	2	?	17	-18%	-9%	-11%
COc1ccc(CC(=O)Oc2ccc(C(C)(C)C)cc2)cc1S(=O)(=O)N1CCOCC1	-1%	nt	15%	nt	?	nt	2%
Cc1ccc(S(=O)(=O)NCCC(=O)OCC(=O)N(Cc2ccccc2)C(C)(C)C)cc1C	-25%	nt	4%	nt	2%	nt	-2%
